Screening data: PubChem BioAssay, several laboratories
NPY Y1 blocker = antagonists of human neuropeptide Y receptor Y1; 200,000 tested, 1% active; P25929; inhibition, % at 3.6 µM; HEK293-CNG Y1 cells, membrane potential fluorescence; NPY at EC95, then isoproterenol;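 active means inhibition above the campaign mean inhibition of all tested compounds plus 3 SD, cut at about 20% in these data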;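 further: 0% = DMSO wells given NPY plus isoproterenol and 100% = isoproterenol alone without NPY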
Target sequence (P25929 whole entry, looked up): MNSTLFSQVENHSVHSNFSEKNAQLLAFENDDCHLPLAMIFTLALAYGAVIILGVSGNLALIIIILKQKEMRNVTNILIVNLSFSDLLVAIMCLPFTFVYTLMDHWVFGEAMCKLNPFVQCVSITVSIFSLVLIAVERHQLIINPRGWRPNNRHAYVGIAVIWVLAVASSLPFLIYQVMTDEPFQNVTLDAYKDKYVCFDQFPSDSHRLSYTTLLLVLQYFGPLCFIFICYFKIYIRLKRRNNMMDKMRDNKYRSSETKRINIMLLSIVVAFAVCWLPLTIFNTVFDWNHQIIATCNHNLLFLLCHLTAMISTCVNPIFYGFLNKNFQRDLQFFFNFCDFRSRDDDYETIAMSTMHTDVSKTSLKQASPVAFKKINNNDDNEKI
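Material: HEK293 cells with Y1 receptor plus CNG channel; times: compound incubation 1 h at room temperature, readout 45 min post-stimulation; signal: fluorescence, membrane potential probe; read-out basis: fluorescence ratio normalized to % inhibition between controls; benchmarks: full-block control isoproterenol-only wells, zero-block control NPY plus isoproterenol wells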
S1P4 antagonist = antagonists of human S1P4 receptor; inhibition, % at 4.98 µM; AID 1510; 220,000 tested, 0.26% active; O95977; S1P4-expressing cells, antagonist mode, reporter read-out; in the data active means inhibition above about 29%;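 further: 0% = wells stimulated with agonist and 100% = vehicle wells without agonist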
S1P4 agonist = activates the human S1P4 receptor; O95977; activation, % at 4.98 µM; 220,000 tested, 0.35% active; S1P4-expressing cell line, agonist reporter assay; in the data active means activation above about 11%;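 further: 0% = DMSO vehicle and 100% = reference agonist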
Ba/F3 V617F tox = lowers viability of Ba/F3 cells expressing EpoR and JAK2V617F | ATP luminescence | inhibition, % at 5.6 µM | 220,000 tested, 1.1% active | AID 1446;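 active means inhibition above the campaign mean plus 3 SD over all tested compounds, cut at about 24% in these data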;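 further: cytokine-independent growth of Ba/F3 cells driven by EpoR plus mutant JAK2; 0% = DMSO-treated cells and 100% = JAK inhibitor I control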
BaF3 tox = reduces parental Ba/F3 cell viability, JAK2V617F counter-screen | CellTiter-Glo ATP luminescence | inhibition, % at 5.6 µM | 220,000 tested, 1.1% active | AID 1486;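 active means inhibition above a per-campaign cutoff, the mean inhibition of all tested compounds plus 3 SD, cut at about 27% in these data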;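 further: 0% = DMSO wells and 100% = JAK Inhibitor I control wells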
p47phox inh = blocks human p47phox regulatory protein of NADPH oxidases; p47phox/p22phox peptide binding, fluorescence polarization, 2 h; inhibition, % at 24.7 µM; 220,000 tested, 0.53% active;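 active means inhibition above about 30%, limit read from the data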;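 further: 0% = p47phox with labelled peptide and 100% = labelled peptide alone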
Target sequence (P14598 whole entry, looked up): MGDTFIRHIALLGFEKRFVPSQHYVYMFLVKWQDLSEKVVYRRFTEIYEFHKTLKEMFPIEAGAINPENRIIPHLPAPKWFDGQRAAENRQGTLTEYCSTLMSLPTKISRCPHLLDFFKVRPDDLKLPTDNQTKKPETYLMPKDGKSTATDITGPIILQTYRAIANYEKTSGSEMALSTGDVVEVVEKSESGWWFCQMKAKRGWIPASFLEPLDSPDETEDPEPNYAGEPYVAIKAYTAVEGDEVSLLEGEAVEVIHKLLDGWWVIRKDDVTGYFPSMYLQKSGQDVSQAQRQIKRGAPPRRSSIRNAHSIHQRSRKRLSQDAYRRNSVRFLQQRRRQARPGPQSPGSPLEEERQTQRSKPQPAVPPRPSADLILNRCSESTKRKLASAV
NPY-Y1 PAM-ag = potentiates or activates human NPY-Y1 receptor | P25929 | NPY-Y1 expressing cells, potentiator/agonist activation | activation, % at 3.6 µM | 220,000 tested, 0.37% active; in the data active means activation above about 33%, passing the limit was not always enough;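 further: cells stimulated with NPY at EC10 then isoproterenol at EC100; 0% = low agonist plus stimulus and 100% = saturating agonist plus stimulus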
NPY-Y2 PAM-ag = human NPY-Y2 potentiation or agonism, primary screen; P49146; cells expressing NPY-Y2, potentiator/agonist read-out; activation, % at 3.6 µM; 220,000 tested, 0.45% active; AID 1359; in the data active means activation above about 27%;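 further: cells stimulated with NPY near EC25 plus isoproterenol at EC100; 0% = vehicle plus submaximal agonist and 100% = vehicle plus saturating agonist; some results beyond the cut were filed as inactive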
CHOP inh = inhibitors of CHOP induction in ER stress response; CHO-K1 CHOP-promoter luciferase, tunicamycin-induced, 15-18 h; inhibition, % at 10 µM; 220,000 tested, 3.8% active; AID 2732;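 active means compounds that reduced the stress-induced luciferase reporter signal by more than about 70% of percent inhibition, limit read from the data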;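 further: 0% = tunicamycin plus vehicle and 100% = wells without tunicamycin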
Starred values were filed as active, the others as inactive; & = joins results of further samples. This is a random part of the collection; any-hit rate near 7.1%.

For O=C(CNc1cccc(Cl)c1)c1ccc(Cl)cc1 the results were NPY Y1 blocker 4, S1P4 antagonist -7, S1P4 agonist 0.0, Ba/F3 V617F tox -1, BaF3 tox 1, p47phox inh -7, NPY-Y1 PAM-ag -12, NPY-Y2 PAM-ag -6 and CHOP inh 75*.
`COC(=O)c1cn(NC(=O)c2ccc3c(c2)OCO3)c(=O)c2ccccc12` gave NPY Y1 blocker -1, S1P4 antagonist 11, S1P4 agonist -0.5, Ba/F3 V617F tox 5, BaF3 tox 5, p47phox inh 7, NPY-Y1 PAM-ag -8, NPY-Y2 PAM-ag -2 and CHOP inh 48.
For COc1ccc(NC(=O)c2ccc(CN(c3cc(Cl)ccc3C)S(=O)(=O)c3ccccc3)cc2)cc1OC the results were NPY Y1 blocker -1, S1P4 antagonist -10, S1P4 agonist -1.4, Ba/F3 V617F tox 1, BaF3 tox 2, p47phox inh -18, NPY-Y1 PAM-ag -13, NPY-Y2 PAM-ag 5 and CHOP inh 36.
Screening N#Cc1nnn(-c2ccc(Cl)cc2)c1N returned NPY Y1 blocker 5, S1P4 antagonist -20&-3, S1P4 agonist 1.6&0.8, Ba/F3 V617F tox -5&-2, BaF3 tox 2&4, p47phox inh -9&-4, NPY-Y1 PAM-ag 13&4, NPY-Y2 PAM-ag -2&-11 and CHOP inh 7&-5.
For O=C1COc2ccc(C(=O)NCc3ccc4c(c3)OCO4)cc2N1 the results were NPY Y1 blocker -3, S1P4 antagonist 4, S1P4 agonist -1.2, Ba/F3 V617F tox -1, BaF3 tox 7, p47phox inh -6, NPY-Y1 PAM-ag 5, NPY-Y2 PAM-ag -6 and CHOP inh -3.
Screening O=C(Cc1n[nH]c(=O)c2ccccc12)NCc1ccc(Cl)cc1 returned S1P4 antagonist -3, S1P4 agonist 0.0, Ba/F3 V617F tox 0, BaF3 tox -2, p47phox inh 4, NPY-Y1 PAM-ag -9, NPY-Y2 PAM-ag -12 and CHOP inh 9.
For Cc1nc(COC(=O)c2cc(O)c3ccccc3c2O)cs1 the results were NPY Y1 blocker -1, S1P4 antagonist 7, S1P4 agonist -1.0, Ba/F3 V617F tox -1, BaF3 tox 8, p47phox inh 49*, NPY-Y1 PAM-ag -6, NPY-Y2 PAM-ag 12 and CHOP inh 104*.
Screening O=C(C1CCC(CNc2nc(=S)[nH]c3ccccc23)CC1)N1CCN(c2ccc(F)cc2)CC1 (centres undefined) returned NPY Y1 blocker -11, S1P4 antagonist -9, S1P4 agonist 1.6, Ba/F3 V617F tox 1, BaF3 tox 5, p47phox inh 6, NPY-Y1 PAM-ag -9, NPY-Y2 PAM-ag 16 and CHOP inh 25.
`CCn1c(N2CCN(C(=S)Nc3ccc(OC)cc3)CC2)nc2ccccc21` gave NPY Y1 blocker 5, S1P4 antagonist -2, S1P4 agonist 3.1, Ba/F3 V617F tox 0, BaF3 tox 6, p47phox inh -3, NPY-Y1 PAM-ag -10, NPY-Y2 PAM-ag 4 and CHOP inh 42.
Screening COc1cc(OC)cc(C(=O)Nc2cccc(-c3ccc4nncn4n3)c2)c1 returned NPY Y1 blocker 1, S1P4 antagonist -6, S1P4 agonist 2.9, Ba/F3 V617F tox 0, BaF3 tox 6, p47phox inh -1, NPY-Y1 PAM-ag 13, NPY-Y2 PAM-ag 8 and CHOP inh 12.
`CCCSc1nc2ccccc2n1CC(=O)O` gave NPY Y1 blocker 9, S1P4 antagonist -1, S1P4 agonist -0.2, Ba/F3 V617F tox 2, BaF3 tox 11, p47phox inh 6, NPY-Y1 PAM-ag -12, NPY-Y2 PAM-ag -22 and CHOP inh 7.
`CCCCN(CCCNC(=O)C1CCN(S(=O)(=O)N2CCOCC2)CC1)Cc1ccccc1` gave NPY Y1 blocker 2, S1P4 antagonist -20, S1P4 agonist -1.3, Ba/F3 V617F tox 4, BaF3 tox 3, p47phox inh -9, NPY-Y1 PAM-ag -2, NPY-Y2 PAM-ag -8 and CHOP inh -16.
Screening Cc1cccc(N2N=C(C(=O)N3CC(=O)Nc4ccccc43)CCC2=O)c1 returned NPY Y1 blocker -2, S1P4 antagonist -10, S1P4 agonist -0.5, Ba/F3 V617F tox 2, BaF3 tox 5, p47phox inh -16, NPY-Y1 PAM-ag 8, NPY-Y2 PAM-ag 6 and CHOP inh 10.
Screening O=C1OCCC1Sc1nc2ccccc2c(=O)n1-c1ccc(F)cc1 (centres undefined) returned NPY Y1 blocker -1, S1P4 antagonist -9, S1P4 agonist 0.7, Ba/F3 V617F tox 1, BaF3 tox 1, p47phox inh 4, NPY-Y1 PAM-ag -17, NPY-Y2 PAM-ag 2 and CHOP inh 2.
Screening COc1ccc2nc3ccccc3nc2c1N returned S1P4 antagonist 8, S1P4 agonist -0.3, Ba/F3 V617F tox 4, BaF3 tox -1, p47phox inh 11, NPY-Y1 PAM-ag -2, NPY-Y2 PAM-ag -11 and CHOP inh -18.
Screening CC(=O)n1cc([C@H]2C=C(C(=O)N3CCN(Cc4ccccc4)CC3)O[C@@H](OCCCCO)C2)c2ccccc21 returned NPY Y1 blocker -3, S1P4 antagonist -2, S1P4 agonist -2.0, Ba/F3 V617F tox 7, BaF3 tox 6, NPY-Y1 PAM-ag -1, NPY-Y2 PAM-ag -31 and CHOP inh 4.
`O=C(NCCC(=O)N1CCN(c2ncccn2)CC1)c1ccccc1` gave NPY Y1 blocker 1, S1P4 antagonist 13, S1P4 agonist -0.9, Ba/F3 V617F tox 2, BaF3 tox 4, p47phox inh -1, NPY-Y1 PAM-ag 14, NPY-Y2 PAM-ag 4 and CHOP inh 16.
For Cc1cc(C)cc(-n2c(C)nc3cc(C(=O)O)ccc32)c1 the results were NPY Y1 blocker 2, S1P4 antagonist 11, S1P4 agonist 1.2, Ba/F3 V617F tox 1, BaF3 tox 4, p47phox inh 6, NPY-Y1 PAM-ag -4, NPY-Y2 PAM-ag -20 and CHOP inh -3.
`COc1ccc(/C=N/NC(=O)COc2ccccc2-c2ccccc2)cc1` gave NPY Y1 blocker 14, S1P4 antagonist 0, S1P4 agonist 1.6, Ba/F3 V617F tox 76*, BaF3 tox 76*, p47phox inh -14, NPY-Y1 PAM-ag -25, NPY-Y2 PAM-ag -35 and CHOP inh 106*.
COC(=O)C1=C(C(=O)c2ccc(C)cc2)C(c2ccc(O)c(OC)c2)n2nnnc2N1 (centres undefined) was read as NPY Y1 blocker -5, S1P4 antagonist -12, S1P4 agonist -1.1, Ba/F3 V617F tox -5, BaF3 tox 2, p47phox inh -3, NPY-Y1 PAM-ag 2, NPY-Y2 PAM-ag 5 and CHOP inh -23.
Screening c1ccc(Cn2nnnc2CN2CCCC2)cc1 returned NPY Y1 blocker 3, S1P4 antagonist -7, S1P4 agonist -0.5, Ba/F3 V617F tox 1, BaF3 tox 2, p47phox inh 1, NPY-Y1 PAM-ag 11, NPY-Y2 PAM-ag 3 and CHOP inh 1.
`Cc1ccc2c(C)[nH]c(=O)cc2c1` gave NPY Y1 blocker 11, S1P4 antagonist -1, S1P4 agonist 1.6, Ba/F3 V617F tox -1, BaF3 tox 14, p47phox inh -22, NPY-Y1 PAM-ag -12, NPY-Y2 PAM-ag 11 and CHOP inh 27.
Screening Cc1ccc(-n2ncc3c(NNC(=O)c4cccs4)ncnc32)cc1 returned NPY Y1 blocker 4, S1P4 antagonist 2, S1P4 agonist -0.5, Ba/F3 V617F tox 0, BaF3 tox 6, p47phox inh 2, NPY-Y1 PAM-ag -1, NPY-Y2 PAM-ag 9 and CHOP inh 6.
CCOC(=S)SCC(=O)Nc1ncc(C)s1 was read as S1P4 antagonist 21, S1P4 agonist -1.8, Ba/F3 V617F tox -1, BaF3 tox -4, p47phox inh -9, NPY-Y1 PAM-ag 25, NPY-Y2 PAM-ag 26 and CHOP inh -57.
For CC(NC(=O)CCc1nnc(-c2ccc(-c3ccccc3)cc2)o1)c1nc2ccccc2[nH]1 (centres undefined) the results were NPY Y1 blocker -2, S1P4 antagonist 4, S1P4 agonist -1.6, Ba/F3 V617F tox -2, BaF3 tox 4, p47phox inh -19, NPY-Y1 PAM-ag 15, NPY-Y2 PAM-ag -7 and CHOP inh 65.
For C=CCOc1ccc(/C=C2\C(=N)N3N=C(S(=O)(=O)CC)SC3=NC2=O)cc1OC the results were NPY Y1 blocker 3, S1P4 antagonist 15, S1P4 agonist -1.5, Ba/F3 V617F tox 2, BaF3 tox 1, p47phox inh -20, NPY-Y1 PAM-ag -12, NPY-Y2 PAM-ag 3 and CHOP inh -9.
For CC12c3ccccc3C(c3ccccc31)C1C(=O)N(c3ccncc3)C(=O)C12 (centres undefined) the results were NPY Y1 blocker 0, S1P4 antagonist 7, S1P4 agonist -1.8, Ba/F3 V617F tox 3, BaF3 tox 12, p47phox inh 1, NPY-Y1 PAM-ag 0, NPY-Y2 PAM-ag -8 and CHOP inh -24.
`Cc1cccc(C)c1Nc1nnc(SCC(=O)c2ccc(Br)s2)s1` gave NPY Y1 blocker 4, S1P4 antagonist -13, S1P4 agonist 34*, Ba/F3 V617F tox -2, BaF3 tox 3, p47phox inh -71, NPY-Y1 PAM-ag -2, NPY-Y2 PAM-ag -3 and CHOP inh 13.
`Cc1ccc(NC(=O)c2ccc(OC(=S)N3CCOCC3)cc2)cc1` gave NPY Y1 blocker -5, S1P4 antagonist 0, S1P4 agonist 0.1, Ba/F3 V617F tox 0, BaF3 tox 2, p47phox inh 5, NPY-Y1 PAM-ag -33, NPY-Y2 PAM-ag -15 and CHOP inh -17.
Cc1onc(-c2cccc(Cl)c2Cl)c1C(=O)O/N=C(\N)c1ccc([N+](=O)[O-])o1 was read as S1P4 antagonist 4, S1P4 agonist -0.3, Ba/F3 V617F tox 3, BaF3 tox -1, p47phox inh -13, NPY-Y1 PAM-ag -4, NPY-Y2 PAM-ag 27 and CHOP inh 18.
Screening O=C(NCN1CCN(c2ccccn2)CC1)c1cnccn1 returned NPY Y1 blocker 0, S1P4 antagonist -4, S1P4 agonist -0.3, Ba/F3 V617F tox -3, BaF3 tox 2, p47phox inh 8, NPY-Y1 PAM-ag 6, NPY-Y2 PAM-ag 3 and CHOP inh 14.
CC(C)Cc1cc(CN2CCCC(CO)(Cc3cccc(Cl)c3)C2)[nH]n1 (centres undefined) was read as NPY Y1 blocker 5, S1P4 antagonist 0, S1P4 agonist 1.6, Ba/F3 V617F tox -1, BaF3 tox 2, p47phox inh -9, NPY-Y1 PAM-ag 9, NPY-Y2 PAM-ag -6 and CHOP inh 28.
`Cc1cccc2cc(C3CC(c4cccs4)=NN3C(=O)CCC(=O)O)c(Cl)nc12` (centres undefined) gave NPY Y1 blocker -2, S1P4 antagonist -2, S1P4 agonist -0.4, Ba/F3 V617F tox -1, BaF3 tox 4, p47phox inh -3, NPY-Y1 PAM-ag -3, NPY-Y2 PAM-ag 0 and CHOP inh -4.
For Cc1csc2nc(CNC(=O)c3cccc(C(F)(F)F)c3)cn12 the results were NPY Y1 blocker 4, S1P4 antagonist 3, S1P4 agonist 0.2, Ba/F3 V617F tox 1, BaF3 tox 5, p47phox inh -18, NPY-Y1 PAM-ag -12, NPY-Y2 PAM-ag 0 and CHOP inh 21.
Screening Cc1ccc(/C=C/C(=O)c2ccccc(=O)c2O)cc1C returned NPY Y1 blocker 4, S1P4 antagonist 14, S1P4 agonist -0.3, Ba/F3 V617F tox -3, BaF3 tox 3, p47phox inh -22, NPY-Y1 PAM-ag -8, NPY-Y2 PAM-ag 1 and CHOP inh 71*.
